PrPC TRFRET – inhibitors of human cell surface prion protein PrPC; P04156; TR-FRET read-out; inhibition, % at 13.8 µM; AID 720596; hit rate 0.43% among 370,000; in the data active = inhibition above about 24%; note: 0% = median of the test wells and 100% = reference compound wells
CCHFV vOTU inh – blocks the CCHF virus ovarian tumor domain protease; hit rate 0.55% among 370,000; CCHFV vOTU protease, Pep-AMC fluorescence; inhibition, % at 11.5 µM; AID 651958; in the data active = inhibition above about 30%; note: 0% = vehicle wells with enzyme and 100% = no enzyme wells
FadD28 binding – blocks FadD28 binding to the bisubstrate probe | fluorescence polarization | inhibition, % at 12.5 µM | hit rate 0.22% among 360,000; in the data active = inhibition above about 8.5%, passing the limit was not always enough; inconclusive = no clear call, values can overlap the other calls
PfHsp40 yeast – restores yeast growth despite PfHsp40 toxicity; growth rescue, % at 12.5 µM; S. cerevisiae expressing PfHsp40, growth rescue, ATP luminescence; hit rate 0.68% among 340,000; AID 504582; in the data active = growth rescue above about 28%, passing the limit was not always enough; inconclusive = no clear call, values can overlap the other calls;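 note: yeast W303a lacking pdr1 and pdr3 grown in galactose medium; growth measured after three days at 30 °C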
BoNT F protease – BoNT F light chain protease inhibition. Multiplex microsphere protease cleavage assay, flow cytometry. inhibition, % at 10 µM. hit rate 0.22% among 360,000; in the data active = inhibition above about 35%, passing the limit was not always enough; inconclusive = no clear call, values can overlap the other calls; note: plate controls were buffer without enzyme for full effect and enzyme alone for no effect
Anthrax LF prot – anthrax lethal factor protease inhibition. hit rate 0.12% among 360,000. multiplex microsphere protease cleavage assay, LF. inhibition, % at 10 µM; note: plate controls were buffer without enzyme for full effect and enzyme alone for no effect
TcdB inh – TcdB glycohydrolase inhibition | hit rate 0.24% among 350,000 | inhibition, % at 9.99 µM | AID 652162 | P18177 | TcdB glycohydrolase enzymatic assay, plate reader; in the data active = inhibition above about 10%
Target sequence (P18177 whole entry, looked up): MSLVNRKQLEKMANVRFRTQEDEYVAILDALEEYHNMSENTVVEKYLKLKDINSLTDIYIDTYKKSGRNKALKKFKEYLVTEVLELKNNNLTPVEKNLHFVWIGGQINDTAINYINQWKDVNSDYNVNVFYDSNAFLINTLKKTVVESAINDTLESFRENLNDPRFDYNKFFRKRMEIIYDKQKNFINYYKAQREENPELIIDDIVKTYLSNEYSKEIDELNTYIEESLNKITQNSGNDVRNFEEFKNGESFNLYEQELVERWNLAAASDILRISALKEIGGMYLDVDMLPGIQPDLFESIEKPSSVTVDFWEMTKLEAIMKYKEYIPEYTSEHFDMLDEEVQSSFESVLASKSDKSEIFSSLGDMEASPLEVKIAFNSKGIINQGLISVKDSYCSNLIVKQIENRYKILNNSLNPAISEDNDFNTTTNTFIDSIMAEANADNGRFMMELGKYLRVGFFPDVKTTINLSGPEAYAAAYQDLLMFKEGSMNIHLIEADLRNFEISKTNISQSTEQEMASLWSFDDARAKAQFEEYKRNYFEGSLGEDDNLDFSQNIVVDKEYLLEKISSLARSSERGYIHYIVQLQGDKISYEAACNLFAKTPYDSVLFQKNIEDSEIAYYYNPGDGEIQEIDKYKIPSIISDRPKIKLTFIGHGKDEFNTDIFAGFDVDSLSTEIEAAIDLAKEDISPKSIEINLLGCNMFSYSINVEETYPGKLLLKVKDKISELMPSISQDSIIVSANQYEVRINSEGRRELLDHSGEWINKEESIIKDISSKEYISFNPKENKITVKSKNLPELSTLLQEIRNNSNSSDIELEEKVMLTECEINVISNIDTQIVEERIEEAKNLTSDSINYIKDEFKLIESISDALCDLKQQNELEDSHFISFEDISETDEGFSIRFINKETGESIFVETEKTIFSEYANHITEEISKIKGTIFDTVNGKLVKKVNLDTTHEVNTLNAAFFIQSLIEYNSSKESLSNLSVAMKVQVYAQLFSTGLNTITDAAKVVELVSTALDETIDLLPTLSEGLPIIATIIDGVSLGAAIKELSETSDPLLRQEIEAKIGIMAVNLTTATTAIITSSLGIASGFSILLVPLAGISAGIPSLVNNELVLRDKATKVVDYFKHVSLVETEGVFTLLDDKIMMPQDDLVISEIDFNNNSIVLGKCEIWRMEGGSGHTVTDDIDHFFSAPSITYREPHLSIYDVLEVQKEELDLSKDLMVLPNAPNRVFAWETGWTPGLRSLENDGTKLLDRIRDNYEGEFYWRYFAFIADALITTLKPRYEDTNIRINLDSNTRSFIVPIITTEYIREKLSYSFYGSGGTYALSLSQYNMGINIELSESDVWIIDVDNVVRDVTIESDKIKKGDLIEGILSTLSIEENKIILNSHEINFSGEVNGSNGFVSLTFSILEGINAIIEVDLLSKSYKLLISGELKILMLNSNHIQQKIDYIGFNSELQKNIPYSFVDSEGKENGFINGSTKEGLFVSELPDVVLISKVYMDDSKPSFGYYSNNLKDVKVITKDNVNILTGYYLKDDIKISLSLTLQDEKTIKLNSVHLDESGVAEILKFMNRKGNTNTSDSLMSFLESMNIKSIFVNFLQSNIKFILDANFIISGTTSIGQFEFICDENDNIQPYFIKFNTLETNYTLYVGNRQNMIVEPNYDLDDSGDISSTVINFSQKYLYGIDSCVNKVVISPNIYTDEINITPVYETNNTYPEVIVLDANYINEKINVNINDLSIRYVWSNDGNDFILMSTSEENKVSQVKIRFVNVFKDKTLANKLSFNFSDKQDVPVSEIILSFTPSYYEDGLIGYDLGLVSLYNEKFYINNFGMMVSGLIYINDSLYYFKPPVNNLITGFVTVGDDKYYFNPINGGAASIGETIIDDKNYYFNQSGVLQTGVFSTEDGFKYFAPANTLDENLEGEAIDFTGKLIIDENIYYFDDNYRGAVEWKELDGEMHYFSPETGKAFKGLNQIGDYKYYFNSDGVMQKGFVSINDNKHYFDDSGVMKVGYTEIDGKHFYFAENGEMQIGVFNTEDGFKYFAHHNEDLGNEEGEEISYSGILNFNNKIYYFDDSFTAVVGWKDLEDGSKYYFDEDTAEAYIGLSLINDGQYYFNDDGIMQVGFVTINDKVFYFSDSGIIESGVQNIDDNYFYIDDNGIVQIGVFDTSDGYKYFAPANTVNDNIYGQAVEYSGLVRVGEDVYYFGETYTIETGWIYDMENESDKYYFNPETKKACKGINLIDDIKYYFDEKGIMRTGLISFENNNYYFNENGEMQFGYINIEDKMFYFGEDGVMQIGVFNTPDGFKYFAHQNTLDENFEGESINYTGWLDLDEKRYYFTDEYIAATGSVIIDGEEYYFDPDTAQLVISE
BoNT-A LC inh2 – inhibitors of Botulinum neurotoxin A light chain protease; multiplex microsphere protease substrate cleavage, flow cytometry; inhibition, % at 10 µM; hit rate 0.17% among 360,000; AID 588499; note: plate controls were buffer without enzyme for full effect and enzyme alone for no effect
Y pestis TopoI – inhibitors of Yersinia pestis topoisomerase I. Y. pestis Topo-I cleavage product accumulation, plate reader. activity, % at 10 µM. hit rate 0.064% among 360,000; in the data active = activity above about 50%, passing the limit was not always enough; inconclusive = no clear call, values can overlap the other calls; note: inactives centre near 2
Active calls of the source: *. Cut-off read from the data, not from the text of the source, unless noted: active = inhibition above about 30%; inconclusive = no clear call, values can overlap the other calls; inactive = below that.

Screening Cc1ccc(S(=O)(=O)CC(CN2CCOCC2)N2CCOCC2)cc1 (stereo not given) returned PrPC TRFRET 4, CCHFV vOTU inh -4, FadD28 binding -0.2, PfHsp40 yeast -0.1, BoNT F protease -2, Anthrax LF prot 0, TcdB inh 0.8, BoNT-A LC inh2 -0.2 and Y pestis TopoI -1.
For Cc1nc2ccccc2n1CCOc1ccccc1 the results were PrPC TRFRET 6, CCHFV vOTU inh -1, FadD28 binding 1.2, PfHsp40 yeast 0.6, BoNT F protease 11, Anthrax LF prot 2, TcdB inh 1.6, BoNT-A LC inh2 0.7 and Y pestis TopoI 9.
CCOc1ccc(NC(=O)CN(C)C(=O)c2csc3c2CCCC3)cc1OCC was read as PrPC TRFRET -5, CCHFV vOTU inh -10, FadD28 binding -1.3, PfHsp40 yeast 2.4, BoNT F protease -7, Anthrax LF prot -7, TcdB inh 1.5, BoNT-A LC inh2 -4.7 and Y pestis TopoI 7.
Screening CC(C)CSC1=NSC2=NC(=O)/C(=C\c3cccs3)C(=N)N12 returned PrPC TRFRET 5, CCHFV vOTU inh -2, FadD28 binding -4.8, PfHsp40 yeast -0.6, BoNT F protease 16, Anthrax LF prot 0, BoNT-A LC inh2 1.3 and Y pestis TopoI -3.
CCOC(=O)C1=C(COC(=O)Cc2ccc(Br)cc2)NC(=O)NC1C (stereo not given) was read as PrPC TRFRET 0, CCHFV vOTU inh -3, FadD28 binding -0.2, PfHsp40 yeast 0.2, BoNT F protease 2, Anthrax LF prot 1, TcdB inh -2.5, BoNT-A LC inh2 2.1 and Y pestis TopoI 13.
For CCC1Oc2ccccc2N(CC(=O)NC2CCCC2)C1=O (stereo not given) the results were PrPC TRFRET -6, CCHFV vOTU inh 13, PfHsp40 yeast 0.1, BoNT F protease -1, Anthrax LF prot -4, TcdB inh -0.7, BoNT-A LC inh2 0.2 and Y pestis TopoI 8.
COC(=O)C1=C(C)N(C(C)C)C(=O)C1(NC(C)=O)C(F)(F)F (stereo not given) was read as PrPC TRFRET 2, CCHFV vOTU inh -9, FadD28 binding -2.1, PfHsp40 yeast -0.2, BoNT F protease 3, Anthrax LF prot -1, BoNT-A LC inh2 0.1 and Y pestis TopoI 4.
`CC(C)[C@H](NC(=O)N1CCn2c1nc1ccccc12)C(=O)N[C@@H](C(=O)O)c1ccccc1` gave PrPC TRFRET -4, CCHFV vOTU inh -2, FadD28 binding -2.6, PfHsp40 yeast -0.8, BoNT F protease 6, Anthrax LF prot 2, TcdB inh -2.9, BoNT-A LC inh2 -0.4 and Y pestis TopoI -5.
For N[C@@H](Cn1oc(=O)[nH]c1=O)C(=O)O the results were PrPC TRFRET 3, CCHFV vOTU inh -8, FadD28 binding -0.9, PfHsp40 yeast -1.8, BoNT F protease -9, Anthrax LF prot 2, TcdB inh 0.7, BoNT-A LC inh2 -1.1 and Y pestis TopoI 8.
`COc1ccc(NC(=O)[C@@H](NC(=O)N2C[C@H]3C[C@@H](C2)c2cccc(=O)n2C3)C(C)C)cc1` gave PrPC TRFRET 14, CCHFV vOTU inh -6, FadD28 binding -1.3, PfHsp40 yeast -0.5, BoNT F protease -3, Anthrax LF prot -1, TcdB inh 0.9, BoNT-A LC inh2 -0.6 and Y pestis TopoI 5.
CCN(c1ccccc1)S(=O)(=O)c1ccc(OC)c(NC(=O)CNC)c1 was read as PrPC TRFRET 9, CCHFV vOTU inh -9, FadD28 binding -0.3, PfHsp40 yeast 0.6, BoNT F protease -1, Anthrax LF prot 0, TcdB inh 0.9, BoNT-A LC inh2 2.2 and Y pestis TopoI 2.
Screening O=S(=O)(c1ccc(N2CCOCC2)cc1)N1CCOCC1 returned PrPC TRFRET -4, CCHFV vOTU inh 1, FadD28 binding -0.3, PfHsp40 yeast -1.2, BoNT F protease 2, Anthrax LF prot -3, BoNT-A LC inh2 0.4 and Y pestis TopoI 11.
O=C(NC(=S)Nc1ccc2c(c1)OCCO2)c1ccccc1 was read as PrPC TRFRET 2, CCHFV vOTU inh -14, FadD28 binding -1.7, PfHsp40 yeast 1.8, BoNT F protease -7, Anthrax LF prot -3, TcdB inh -0.4, BoNT-A LC inh2 inconclusive and Y pestis TopoI 5.
`COc1cc(NC(=O)c2ccc(Cl)cc2)c(Cl)cc1NC(=O)c1cccnc1` gave PrPC TRFRET -2, CCHFV vOTU inh 1, FadD28 binding -4.1, PfHsp40 yeast -0.1, BoNT F protease 0, Anthrax LF prot -2, TcdB inh -0.1, BoNT-A LC inh2 0.4 and Y pestis TopoI 0.
Cn1cc(SCC(=O)NC2CCCC2)c2ccccc21 was read as PrPC TRFRET 4, CCHFV vOTU inh -12, PfHsp40 yeast 0.3, BoNT F protease 4, Anthrax LF prot -4, TcdB inh 0.0, BoNT-A LC inh2 -1.0 and Y pestis TopoI 4.
Screening CC1(C(=O)NS(=O)(=O)c2cccc(Cl)c2)CCN1C(=O)c1ccccc1 (stereo not given) returned PrPC TRFRET -2, CCHFV vOTU inh 7, FadD28 binding -4.2, BoNT F protease 0, Anthrax LF prot -2, TcdB inh 0.1, BoNT-A LC inh2 -0.5 and Y pestis TopoI 3.
Screening CC(=O)c1ccc(N2CCN(C(=O)C3CCN(C(=O)Nc4ccccc4)CC3)CC2)cc1 returned PrPC TRFRET 10, CCHFV vOTU inh 24, FadD28 binding -2.3, PfHsp40 yeast -0.6, BoNT F protease -10, Anthrax LF prot -1, TcdB inh 1.8, BoNT-A LC inh2 -0.8 and Y pestis TopoI -6.
For NC1=NC(=O)/C(=C/c2c(OS(=O)(=O)c3ccc(Cl)cc3)ccc3ccccc23)S1 the results were PrPC TRFRET 6, CCHFV vOTU inh -11, FadD28 binding -1.7, PfHsp40 yeast -1.8, BoNT F protease 2, Anthrax LF prot 1, TcdB inh 0.6, BoNT-A LC inh2 1.1 and Y pestis TopoI 0.
For O=C(NCc1ccc(N2CCCC2=O)cc1)NC1CCCCC1 the results were PrPC TRFRET 5, CCHFV vOTU inh 11, FadD28 binding -1.9, PfHsp40 yeast -0.8, BoNT F protease 8, Anthrax LF prot 0, BoNT-A LC inh2 0.5 and Y pestis TopoI -6.
CCCn1c2ccccc2c2cnn(CC(=O)NCCCN3CCCCC3CC)c(=O)c21 (stereo not given) was read as PrPC TRFRET 3, CCHFV vOTU inh 5, FadD28 binding -2.4, PfHsp40 yeast -0.2, BoNT F protease -1, Anthrax LF prot -1, TcdB inh -9.9, BoNT-A LC inh2 0.5 and Y pestis TopoI 11.
For O=C(OCc1ccc([N+](=O)[O-])cc1)c1ccc2ccccc2n1 the results were PrPC TRFRET 1, CCHFV vOTU inh -7, FadD28 binding 0.4, PfHsp40 yeast -0.9, BoNT F protease -4, Anthrax LF prot -1, TcdB inh -0.1, BoNT-A LC inh2 -0.9 and Y pestis TopoI 7.
For CCn1nnc(NC(=O)c2sc3ccccc3c2Cl)n1 the results were PrPC TRFRET 1, CCHFV vOTU inh -11, FadD28 binding -0.3, PfHsp40 yeast 0.2, BoNT F protease 2, Anthrax LF prot -5, BoNT-A LC inh2 0.2 and Y pestis TopoI 6.
`Cc1ccc(C)c(NC(=O)NNC(=O)c2cc3ccccc3cc2O)c1` gave PrPC TRFRET -1, CCHFV vOTU inh 12, FadD28 binding -2.9, PfHsp40 yeast inconclusive, BoNT F protease 0, Anthrax LF prot -4, TcdB inh -1.8, BoNT-A LC inh2 -0.4 and Y pestis TopoI -1.
O=C(COc1ccccc1-c1ccccc1)NN=C1CCCC1 was read as PrPC TRFRET 14, CCHFV vOTU inh 4, FadD28 binding 0.5, PfHsp40 yeast 0.3, BoNT F protease 2, Anthrax LF prot -4, TcdB inh -1.2, BoNT-A LC inh2 0.5 and Y pestis TopoI -4.
`COc1ccc(NC(=O)CSCC(=O)N(C)CC(=O)Nc2cccc3ccccc23)cc1` gave PrPC TRFRET 5, CCHFV vOTU inh -7, FadD28 binding 0.0, PfHsp40 yeast 1.3, TcdB inh 4.5 and Y pestis TopoI 10.
CC(C)(C)c1ccc(OCCSc2nc3ccccc3n2CC(=O)O)cc1 was read as PrPC TRFRET 7, CCHFV vOTU inh 22, FadD28 binding 0.6, BoNT F protease 16, Anthrax LF prot 0, TcdB inh 0.0, BoNT-A LC inh2 -1.3 and Y pestis TopoI 1.
CCc1cc(C(=O)Nc2nnc(C3CC3)s2)sc1C was read as PrPC TRFRET -4, CCHFV vOTU inh 9, FadD28 binding -1.0, PfHsp40 yeast -0.4, BoNT F protease -18, Anthrax LF prot 0, TcdB inh 0.5, BoNT-A LC inh2 -1.8 and Y pestis TopoI -10.
Screening C/C(=N\NC(=O)COc1cccc(C)c1)c1ccc2ccccc2c1O returned PrPC TRFRET -5, CCHFV vOTU inh 7, FadD28 binding -0.4, PfHsp40 yeast 0.1, BoNT F protease 3, Anthrax LF prot -4, TcdB inh -0.3, BoNT-A LC inh2 2.5 and Y pestis TopoI 5.
`Nn1c(SCC(=O)NC2CCS(=O)(=O)C2)nc2scc(-c3ccccc3)c2c1=O` (stereo not given) gave PrPC TRFRET 2, CCHFV vOTU inh 6, FadD28 binding -1.4, PfHsp40 yeast -0.8, TcdB inh 0.7 and Y pestis TopoI -8.
Screening CCn1c(CNC(=O)C23CC4CC(CC(C4)C2)C3)nnc1SCC(=O)Nc1nnc(C)s1 returned PrPC TRFRET 6, CCHFV vOTU inh 9, FadD28 binding -3.4, PfHsp40 yeast 1.0, BoNT F protease -3, Anthrax LF prot -4, TcdB inh 0.6, BoNT-A LC inh2 2.2 and Y pestis TopoI 11.
`COC(=O)[C@@H](N)CCCN=C(N)N[N+](=O)[O-]` gave PrPC TRFRET -1, CCHFV vOTU inh 4, FadD28 binding -1.9, PfHsp40 yeast -0.1, BoNT F protease -6, Anthrax LF prot -5, TcdB inh 0.6, BoNT-A LC inh2 -0.6 and Y pestis TopoI -8.
`Cc1ccccc1CSCCNC(=O)Nc1ccccc1` gave PrPC TRFRET 2, CCHFV vOTU inh -13, FadD28 binding -1.2, PfHsp40 yeast -0.6, BoNT F protease -11, Anthrax LF prot -3, TcdB inh 0.6, BoNT-A LC inh2 0.6 and Y pestis TopoI -4.
Screening OCCC1CN(Cc2cccn2-c2cccnc2)CCN1CCc1ccccc1 (stereo not given) returned PrPC TRFRET -4, CCHFV vOTU inh 4, FadD28 binding -0.5, PfHsp40 yeast -0.8, BoNT F protease 4, Anthrax LF prot -2, TcdB inh 0.0, BoNT-A LC inh2 0.7 and Y pestis TopoI 1.
`NNC(=O)c1oc2nc(-c3ccco3)cc(-c3ccco3)c2c1N` gave PrPC TRFRET -15, CCHFV vOTU inh 11, FadD28 binding -4.6, BoNT F protease -6, Anthrax LF prot -13, TcdB inh 1.5, BoNT-A LC inh2 0.4 and Y pestis TopoI -2.
For O=C(Nc1cccc(C(=O)N2CCCc3ccccc32)c1)c1ccccc1 the results were PrPC TRFRET 7, CCHFV vOTU inh 12, FadD28 binding 0.2, PfHsp40 yeast 0.1, BoNT F protease inconclusive, Anthrax LF prot 2, TcdB inh 1.7, BoNT-A LC inh2 -2.7 and Y pestis TopoI 19.

Pulled by compound from above:
For NC1=NC(=O)/C(=C/c2c(OS(=O)(=O)c3ccc(Cl)cc3)ccc3ccccc23)S1 the results were PrPC TRFRET 6, CCHFV vOTU inh -11, FadD28 binding -1.7, PfHsp40 yeast -1.8, BoNT F protease 2, Anthrax LF prot 1, TcdB inh 0.6, BoNT-A LC inh2 1.1 and Y pestis TopoI 0.
Screening OCCC1CN(Cc2cccn2-c2cccnc2)CCN1CCc1ccccc1 (stereo not given) returned PrPC TRFRET -4, CCHFV vOTU inh 4, FadD28 binding -0.5, PfHsp40 yeast -0.8, BoNT F protease 4, Anthrax LF prot -2, TcdB inh 0.0, BoNT-A LC inh2 0.7 and Y pestis TopoI 1.
`COc1ccc(NC(=O)CSCC(=O)N(C)CC(=O)Nc2cccc3ccccc23)cc1` gave PrPC TRFRET 5, CCHFV vOTU inh -7, FadD28 binding 0.0, PfHsp40 yeast 1.3, TcdB inh 4.5 and Y pestis TopoI 10.
`COC(=O)[C@@H](N)CCCN=C(N)N[N+](=O)[O-]` gave PrPC TRFRET -1, CCHFV vOTU inh 4, FadD28 binding -1.9, PfHsp40 yeast -0.1, BoNT F protease -6, Anthrax LF prot -5, TcdB inh 0.6, BoNT-A LC inh2 -0.6 and Y pestis TopoI -8.
